EPAC2 antag: EPAC2 (human) antagonism. Q8WZA2. EPAC2 GEF exchange of Rap1B-BODIPY-GDP, fluorescence. Potency, µM (doses to about 114 µM), for inactives: at the highest dose activity, negative = inhibition, actives largely listed as inhibitors. hit rate 0.18% among 360,000. AID 720708; also: % is scaled to controls: 0 for no effect and ±100 for the full control effect; nearly all actives have a fitted effect of over 45% in size; many of its hits are not listed in these tables
Target sequence (Q8WZA2 whole entry, looked up): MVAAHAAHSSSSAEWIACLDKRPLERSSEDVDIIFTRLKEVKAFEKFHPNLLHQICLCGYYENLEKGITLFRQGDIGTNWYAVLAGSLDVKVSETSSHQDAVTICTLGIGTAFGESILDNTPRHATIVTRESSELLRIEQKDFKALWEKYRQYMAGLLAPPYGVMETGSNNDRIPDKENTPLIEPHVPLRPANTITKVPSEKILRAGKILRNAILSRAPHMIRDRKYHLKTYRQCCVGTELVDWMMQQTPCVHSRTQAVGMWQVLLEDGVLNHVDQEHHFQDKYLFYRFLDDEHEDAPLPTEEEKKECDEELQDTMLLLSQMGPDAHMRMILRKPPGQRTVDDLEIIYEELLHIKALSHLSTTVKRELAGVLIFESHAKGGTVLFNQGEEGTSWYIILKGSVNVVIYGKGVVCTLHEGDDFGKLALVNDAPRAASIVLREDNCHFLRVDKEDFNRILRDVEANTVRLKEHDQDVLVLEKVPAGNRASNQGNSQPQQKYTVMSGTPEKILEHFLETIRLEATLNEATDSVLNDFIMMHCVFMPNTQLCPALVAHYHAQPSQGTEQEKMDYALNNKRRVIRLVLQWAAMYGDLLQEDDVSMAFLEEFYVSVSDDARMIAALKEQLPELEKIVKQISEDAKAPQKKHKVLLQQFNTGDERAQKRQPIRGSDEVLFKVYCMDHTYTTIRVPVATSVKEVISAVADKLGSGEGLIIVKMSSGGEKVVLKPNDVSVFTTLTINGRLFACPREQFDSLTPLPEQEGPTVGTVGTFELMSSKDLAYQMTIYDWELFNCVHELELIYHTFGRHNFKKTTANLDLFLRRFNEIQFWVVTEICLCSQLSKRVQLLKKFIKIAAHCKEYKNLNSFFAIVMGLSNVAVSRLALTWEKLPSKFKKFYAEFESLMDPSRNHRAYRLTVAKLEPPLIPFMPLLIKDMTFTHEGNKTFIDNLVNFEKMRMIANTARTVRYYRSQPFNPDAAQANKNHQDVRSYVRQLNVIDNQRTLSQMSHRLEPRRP
ATXN2 expr inh: ATXN2 expression inhibition; HEK-293 ATXN2-luciferase reporter, luminescence, 24 h; Potency, µM (highest dose often 57 µM), for inactives: top-dose activity change, negative = inhibition, hits mostly inhibitors; hit rate 0.72% among 360,000; AID 1745845; also: % is scaled to controls: 0 for no effect and ±100 for the full control effect; nearly all actives have a fitted effect of over 55% in size
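ATXN2-luciferase reporter cells (luciferase flanked by upstream and downstream ATXN2 gene portions) were treated 24 h at 37 °C with compounds at up to 57 uM. SteadyGlo luminescence gave expression; GF-AFC fluorescence gave viability.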
ATXN viability: cell viability loss in ATXN counter-screen; S2 cells (HEK-293 line with an ATXN2-luciferase reporter) viability, CellTiter-Fluor protease fluorescence, 24 h; Potency, µM (doses to about 56.7 µM), hits mostly cytotoxic; hit rate 0.49% among 400,000; AID 651635; also: nearly all actives have a fitted effect of over 40% in size
Nrf2 ARE act: activates Nrf2 signaling; hit rate 0.31% among 410,000; AID 624171; AREc32 ARE-luciferase reporter (MCF7-derived line), luminescence, 24 h; Potency, µM (series often up to 46.1 µM), without a hit: top-dose activation, usual class: activators; also: % of control where 0% means no effect; nearly all actives have a fitted effect of over 65% in size
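AREc32_Fluc, 1000 cells/well, OPTI-MEM + 5% FBS, o/n 37 deg C 5% CO2; 23 nL cpd by pin tool, 24 hr; Steady-Glo 30 min RT, luminescence.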
Nrf2 inh: inhibitors of Nrf2 signaling | hit rate 2.1% among 360,000 | Potency, µM (top dose mostly 46 µM), without a hit: top-dose activity change, negative = inhibition, usual class: inhibitors | A549 ARE-Fluc reporter, luciferase luminescence, 18-24 h | AID 504444; also: % is scaled to controls: 0 for no effect and ±100 for the full control effect; nearly all actives have a fitted effect of over 60% in size
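Quantitative HTS in A549 cells stably bearing an antioxidant response element-firefly luciferase construct. Inhibition of Nrf2-driven transcription was scored by luminescence after 18-24 h of compound exposure at 37 °C.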
A549 tox: kills or reduces viability of A549 cells in Nrf2 counter-screen; hit rate 0.16% among 390,000; Potency, µM (titrated, usually from 46 µM), inactives show top-dose activity change, negative = cytotoxicity, hits mostly inhibitors; A549 ARE-Fluc cells, CellTiter-Fluor viability, 18-24 h; also: % is scaled to controls: 0 for no effect and ±100 for the full control effect
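A549 ARE-Fluc cells in 5% FBS OPTI-MEM, 5000 cells/well, rested 2 h then exposed to compounds in concentration-response for 18-24 h at 37 °C. Viability by CellTiter-Fluor fluorescence (Ex 405/Em 525) after 30 min; luciferase luminescence (BugLite, 15 min, RT) read afterwards.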
TGFb inhibitor: TGF-b pathway inhibition; hit rate 1.2% among 410,000; HepG2 CAGA-GFP TGF-b/SMAD3 reporter, GFP fluorescence, 18 h; TGF-beta stimulated, 500 pg/mL final; Potency, µM (highest dose often 46.1 µM), inactives show at the highest dose activity, negative = inhibition, actives largely listed as inhibitors; also: % is scaled to controls: 0 for no effect and ±100 for the full control effect; nearly all actives have a fitted effect of over 65% in size
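HEPG2 CAGA-GFP cells (1000/well, DMEM with 1% FBS) were pre-incubated 2 h at 37 degrees C, given compound by pin tool, then stimulated with TGF-beta at 500 pg/mL final for 18 h before per-cell GFP fluorescence imaging.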
HepG2 tox: kills HepG2 cells in TGF-b inhibitor counter-screen; HepG2 CAGA-GFP viability, ATP luminescence, 18 h; Potency, µM (top dose mostly 46.1 µM), without a hit: at the top dose activity change, negative = cytotoxicity, actives largely listed as cytotoxic; hit rate 0.76% among 410,000; also: some results filed as inactive show a strong effect at the top dose
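CellTiter-Glo luminescence gave cytotoxicity after 18 hours at 37 degrees C. The cells were HepG2 CAGA-GFP in 1% FBS DMEM, stimulated with 500 pg/mL TGF-beta after compound addition. %Activity was normalised to no-cell wells (complete cell-killing) and DMSO (no toxicity), and curves were fitted and classified.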
MCF10A rereplic: DNA re-replication induction in MCF 10a cells; MCF 10A DNA re-replication, Hoechst nuclear intensity, 48 h; Potency, µM (highest dose often 46.1 µM), for inactives: at the highest dose activity, positive = re-replication, actives largely listed as activators; hit rate 2.9% among 350,000; also: % of control where 0% means no effect; nearly all actives have a fitted effect of over 50% in size
Starred values were filed as active, the others as inactive; i = inactive; ? = inconclusive; · = no result given; & = joins results of further samples; [ ] = remark or other dose. Calls follow the shape of the dose curve; as a rule, active = well fitted curve in the direction sought with a large enough effect; inconclusive = small, poorly fitted or top-dose-only effect, or another doubt; inactive = no such curve, though single readings can be large; an effect the other way counts as inactive or inconclusive. Potency is read from the fitted curve at half-maximal effect.

SMILES	EPAC2 antag	ATXN2 expr inh	ATXN viability	Nrf2 ARE act	Nrf2 inh	A549 tox	TGFb inhibitor	HepG2 tox	MCF10A rereplic
CC(=O)O[C@H]1CC(C)(C)C(=C=C/C(C)=C/C=C/C(C)=C/C=C/C=C(C)/C=C/C=C(\C)C(=O)C[C@@]23O[C@]2(C)C[C@@H](O)CC3(C)C)[C@](C)(O)C1	9%	?	?	?	25%	-2%	?	-41%	?
CCOC(=O)c1cc2n(c1N)-c1ccccc1C2=O	53%[activator]	6%	i	3.5%	6%	-1%	0%	6%	?
CN(CC(=O)Nc1ccccc1Cl)C(=O)c1cccc(S(=O)(=O)N2CCN(Cc3ccccc3)CC2)c1	10%	-13%	i	-0.2%	15µM*	-5%	?	0%	?
COc1ccccc1N1CCN(c2ncnc3c2nnn3C)CC1	·	·	·	2.4%	·	5%	22%	-6%	·
Cc1ccc(S(=O)(=O)N[C@@H](CC(C)C)C(=O)N2CCC(C(=O)N[C@H](C(=O)O)C(C)C)CC2)cc1	5%	8%	i	-1.4%	6%	-3%	-4%	3%	-28%
CCC(Sc1nc2ccsc2c(=O)n1Cc1ccc(C(=O)O)cc1)C(=O)Nc1ccc(Cl)cc1 (centres undefined)	6%	·	i	6.0%	·	·	-16%	-15%	·
O=C(Nc1ccnn1C1CCN(Cc2ccccc2)CC1)C1CCOC1 (centres undefined)	-4%	4%	i	1.8%	10%	-1%	4%	-4%	0%
O=C(OCCOc1cccc(Cl)c1)c1ccc(F)c(S(=O)(=O)N2CCOCC2)c1	2%	-17%	i	-0.4%	-6%	-5%	-5%	-2%	0%
COC(=O)c1scc(-c2ccc(C)cc2)c1S(=O)(=O)Nc1cc(C)ccc1OC	·	4%	i	12%	-21%	17%	-3%	-14%	·
O=C(N/N=C/c1ccc(F)cc1)c1sccc1OCc1ccc(F)cc1	-5%	9%	?	0.2%	?	-19%	-7%	-28%	7.3µM*

For convenience, part of the list above.
SMILES	EPAC2 antag	ATXN2 expr inh	ATXN viability	Nrf2 ARE act	Nrf2 inh	A549 tox	TGFb inhibitor	HepG2 tox	MCF10A rereplic
CC(=O)O[C@H]1CC(C)(C)C(=C=C/C(C)=C/C=C/C(C)=C/C=C/C=C(C)/C=C/C=C(\C)C(=O)C[C@@]23O[C@]2(C)C[C@@H](O)CC3(C)C)[C@](C)(O)C1	9%	?	?	?	25%	-2%	?	-41%	?
CCOC(=O)c1cc2n(c1N)-c1ccccc1C2=O	53%[activator]	6%	i	3.5%	6%	-1%	0%	6%	?
CN(CC(=O)Nc1ccccc1Cl)C(=O)c1cccc(S(=O)(=O)N2CCN(Cc3ccccc3)CC2)c1	10%	-13%	i	-0.2%	15µM*	-5%	?	0%	?
COc1ccccc1N1CCN(c2ncnc3c2nnn3C)CC1	·	·	·	2.4%	·	5%	22%	-6%	·
Cc1ccc(S(=O)(=O)N[C@@H](CC(C)C)C(=O)N2CCC(C(=O)N[C@H](C(=O)O)C(C)C)CC2)cc1	5%	8%	i	-1.4%	6%	-3%	-4%	3%	-28%
CCC(Sc1nc2ccsc2c(=O)n1Cc1ccc(C(=O)O)cc1)C(=O)Nc1ccc(Cl)cc1 (centres undefined)	6%	·	i	6.0%	·	·	-16%	-15%	·

(more compounds)
SMILES	EPAC2 antag	ATXN2 expr inh	ATXN viability	Nrf2 ARE act	Nrf2 inh	A549 tox	TGFb inhibitor	HepG2 tox	MCF10A rereplic
CN(C(=O)c1ccc(F)c(S(=O)(=O)N2CCOCC2)c1)C1CCCCC1	1%	·	i	0.1%	-16%	-3%	-7%	6%	?
CS(=O)(=O)N(CCCC(=O)N1CCCCCC1)c1cccc(Cl)c1	1%	·	i	0.0%	6%	-7%	12%	14%	-3%
O=C(NCCCn1ccnc1)/C(=C/c1ccco1)NC(=O)c1ccccc1	8%	13%	i	-0.4%	?	-4%	-1%	-4%	13%
COc1ccc(-n2c(-c3ccc(Cl)cc3)c[n+]3c2CCCCC3)cc1	3%	?	?	4.7%	?	0%	0%	-45%	-6%
CCOC(=O)C1CCCN(C(=O)c2cccc([N+](=O)[O-])c2C)C1 (centres undefined)	9%	-8%	i	0.3%	5%	3%	4%	1%	0%
Cc1oc2c(cc(NS(=O)(=O)c3ccc(Cl)cc3)c3ccccc32)c1C(=O)OCc1ccccc1	·	-2%	i	-0.1%	0%	3%	?	-33%	·
CCN(CC)S(=O)(=O)c1ccc(Cl)c(NC(=O)CCCCl)c1	3%	-1%	i	-0.1%	-16%	2%	-7%	-14%	8%
COc1ccccc1-c1nnc(SCC(=O)Nc2cccnc2Cl)n1C	3%	·	?	6.2%	2%	0%	25%	-21%	10%
COc1cc(OC)cc(C(=O)N=c2sc3ccccc3n2C)c1	-1%	19%	i	12%	?	-2%	-16%	2%	?
Cc1ccc2[nH]c(CSc3nnc(NC(=O)COc4ccc(F)cc4)s3)cc(=O)c2c1	·	1%	i	0.5%	·	2%	27%	-25%	·
CCOc1ccc2nc(N3C(=O)C(O)=C(C(=O)c4ccco4)C3c3ccco3)sc2c1 (centres undefined)	-11%	14%	i	4.8%	?	?	-14%	-18%	19%
COc1ccc(CN(C(=O)c2snc(C(N)=O)c2N)C(C(=O)NC2CCCC2)c2ccco2)cc1 (centres undefined)	-19%	8%	i	0.4%	?	-14%	18%	3%	3%
CCN(CC)C(=O)c1sc2nc(-c3cccs3)cc(-c3ccc(Cl)cc3)c2c1N	55%[activator]	-7%	·	0.0%	-7%	?	2%	0%	?
S=C(c1ccc(-c2cc(Cl)ccc2Cl)o1)N1CCCCC1	2%	10%	i	-0.2%[9.22 µM]	12%	10%	?	-7%	1%
COCC(=O)OCc1cc2cccc(C)c2[nH]c1=O	14%	-5%	i	1.8%	-3%	-19%	5%	41%	20%
CC1CCCCN1C(=O)Cn1cc(C(=O)c2ccco2)c2ccccc21 (centres undefined)	-2%	-16%	i	?	1%	-3%	7%	6%	18%
CCCC12CN(C(=O)c3ccco3)CC(CCC)(CN(C(=O)c3ccco3)C1)C2=O	-4%	-5%	i	0.2%	-10%	-12%	-2%	2%	1%
C#CCOCCOCCOCCNc1nc(N2CCN(C(=O)CCCCCCCCCCNC(=O)[C@H](CO)n3cc(CCCSC)nn3)CC2)nc(N2CCN(C(=O)CCCCCCCCCCNC(=O)[C@H](CO)n3cc(CCCSC)nn3)CC2)n1	3%	15%	i	4.0%	11%	-3%	?	-3%	?
O=C(CN1C(=O)C2C3C=CC(C3)C2C1=O)NCC1COc2ccccc2O1 (centres undefined)	1%	2%	i	-0.3%	10%	2%	3%	-37%	-9%
CCC(C)NC(=O)C1c2ccccc2C(=O)N1Cc1cc(OC)ccc1OC (centres undefined)	3%	3%	i	-0.5%	-2%	-5%	12%	2%	19%

2 compounds from above with just HepG2 tox and EPAC2 antag.
Structure,HepG2 tox,EPAC2 antag
CN(CC(=O)Nc1ccccc1Cl)C(=O)c1cccc(S(=O)(=O)N2CCN(Cc3ccccc3)CC2)c1,0%,10%
CCOc1ccc2nc(N3C(=O)C(O)=C(C(=O)c4ccco4)C3c3ccco3)sc2c1 (centres undefined),-18%,-11%

(further entries)
SMILES	EPAC2 antag	ATXN2 expr inh	ATXN viability	Nrf2 ARE act	Nrf2 inh	A549 tox	TGFb inhibitor	HepG2 tox	MCF10A rereplic
CCOc1cc(C)c(S(=O)(=O)Nc2ccc(F)cc2)cc1C	-21%	-18%	i	0.2%	·	15%	?	-108%	-3%
O=C(CC1CCCCC1)NCc1ccc(F)cc1	6%	9%	i	0.4%	2%	0%	1%	-1%	-1%
COc1ccc2oc(=O)c(C(=O)N3CCc4ccccc43)cc2c1	-1%	9%	i	-0.7%	13%	1%	14%	-1%	8%
O=C(NCCc1ccccc1)C1CCN(S(=O)(=O)c2cccc3nsnc23)CC1	1%	0%	i	0.3%	-3%	?	4%	-2%	?
CCOC(=O)c1c(CSc2ccc(C)cc2)oc2ccc(O)cc12	-15%	-22%	?	0.0%	0%	7%	?	-55%	?
CCOC(=O)C(Cc1ccccc1)C(=O)Nc1ccccc1C (centres undefined)	5%	-4%	i	0.3%	4%	6%	4%	3%	10%
CCOC(=O)Cn1c(=O)oc2cc(S(=O)(=O)N3CCN(C(=O)c4ccco4)CC3)ccc21	13%	7%	i	-0.9%	-8%	-3%	11%	5%	2%&22%
O=C(c1ccc(-c2ccccc2)cc1)N1CCN(Cc2ccccn2)CC1	4%	0%	i	-0.3%	-18%	1%	1%	3%	16%
CCOC(=O)Cc1c(C)nc2cc(-c3ccc(Cl)cc3)[nH]n2c1=O	-2%	5%	i	0.2%	?	-6%	6%	-20%	10%
Cc1cccc2sc(NC(=O)Cn3c(C)csc3=O)nc12	-6%	-5%	i	4.9%	?	3%	15%	18%	7%
COc1cccc(NC(=O)N2CCCCCC2)c1	5%	34%[activator]	i	-0.5%	?	-5%	-3%	6%	10%
CC1(C)CC(N2CCOCC2)=CC(=S)N1	-5%	4%	i	-0.3%	·	·	-1%	-1%	·
COC(=O)c1ccc(NC(=O)c2cccc3c2C(=O)N(C2CCCCC2)C3)cc1	·	9%	i	0.0%	?	2%	6%	6%	·
C=CCn1c(NCc2cc(C)ccc2O)nc2ccccc21	-20%	-9%	i	0.8%	4%	1%	?	-25%	-2%
CSc1ccc(C2Nc3ccccc3-c3cc(C)nn32)cc1 (centres undefined)	12%	14%	i	6.2%	-15%	-11%	-9%	-5%	13%
O=C(CSCC(=O)NC1CCCC1)Nc1ccccc1	-7%	-9%	i	-0.8%	4%	0%	-15%	-21%	5%
O=C(O)CC(C(=O)Nc1ccc(Cl)cc1)N1CCCCCC1 (centres undefined)	-2%	-1%	i	-0.3%	2%	-1%	-2%	0%	-5%
Cc1nc2ncnn2c(C)c1CCC(=O)Oc1ccccc1	-2%	0%	i	0.2%	-3%	-2%	-11%	-20%	8%
CCCOc1ccc(CNC(=O)Cn2ncn3c(cc4sc(CC)cc43)c2=O)cc1	·	·	·	-0.3%	3%	-5%	-7%	6%	·
Cc1cccc(OCC(=O)NNC(=O)Cn2c(=O)cnc3ccccc32)c1	18%	5%	i	0.0%	5%	1%	0%	-10%	0%

Screening results deposited in PubChem by National Center for Advancing Translational Sciences (NCATS).

Some of the compounds tested, so the mix of outcomes need not match the whole.
